Assay outcomes: PubChem, National Center for Advancing Translational Sciences (NCATS)
HTT aggregate: mutant huntingtin aggregation inhibition | 220,000 compounds, 1.1% hits | PC12 HttQ103-GFP aggregates, Acumen cytometry, 40 h | Potency, µM (series often up to 46.1 µM), inactives show at the top dose activity change, negative = inhibition, actives largely listed as inhibitors; note: % is set by controls: 0 for no effect and ±100 for the full control effect; nearly all actives have a fitted effect of over 60% in size
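Using laser scanning cytometry, GFP-positive aggregates were counted after lysis of PC12 cells induced with 100 nM tebufenozide to express HTT exon 1 Q103–GFP. Compounds were tested in titration.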
KDM4E inh: JMJD2E (human) inhibition; B2RXH2; AID 2147; JMJD2E catalytic domain, FDH-coupled NADH fluorescence (FDH is formaldehyde dehydrogenase); Potency, µM (highest dose often 57.1 µM), for the others: top-dose activity change, negative = inhibition, actives largely listed as inhibitors; 230,000 compounds, 1.6% hits; active = well fitted inhibition curve with a large enough effect, not every such curve was filed as active; inconclusive = small, poorly fitted or top-dose-only effect, or another doubt; inactive = no such curve, though single readings can be large or run the other way;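 note: 0% = wells with enzyme and -100% = buffer wells without enzyme; nearly all actives have a fitted effect of over 50% in size; many of its hits are not listed in these tables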
Target sequence (B2RXH2 1-337 limits assumed): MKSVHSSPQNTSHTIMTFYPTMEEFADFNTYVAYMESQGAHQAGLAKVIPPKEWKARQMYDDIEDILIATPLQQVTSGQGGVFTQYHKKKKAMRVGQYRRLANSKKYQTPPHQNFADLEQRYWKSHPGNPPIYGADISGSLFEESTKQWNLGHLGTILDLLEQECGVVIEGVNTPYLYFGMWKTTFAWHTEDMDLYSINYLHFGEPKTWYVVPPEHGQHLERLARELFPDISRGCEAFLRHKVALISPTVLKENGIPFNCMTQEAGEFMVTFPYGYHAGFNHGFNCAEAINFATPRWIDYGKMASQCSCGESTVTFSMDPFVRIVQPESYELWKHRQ
SMN2 splice enh: enhancers of SMN2 splice variant expression; Potency, µM (titrated, usually from 46.1 µM), inactives show at the highest dose activity change, positive = activation, most hits filed as activators; HEK293 SMN2-luciferase splicing reporter, luminescence, 30-36 h; 210,000 compounds, 2.8% hits; AID 1458; note: % of control where 0% means no effect; nearly all actives have a fitted effect of over 55% in size
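HEK293 cells carry an SMN2 minigene-luciferase reporter in which exon 7 inclusion puts luciferase in frame. Cells were seeded at 2000 cells/well, attached for 10-12 hours, then exposed to compounds for 30-36 hours at 37C before ONE-Glo luminescence.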
Tau fibril FP: blocks human tau fibril formation measured by polarization; K18 P301L tau heparin fibrillization, Alexa594 FP, 6 h; 280,000 compounds, 0.39% hits; P10636; AID 1468; Potency, µM (titrated, usually from 57.7 µM), for inactives: at the top dose activity, negative = inhibition, actives largely listed as inhibitors; note: % is set by controls: 0 for no effect and ±100 for the full control effect; nearly all actives have a fitted effect of over 55% in size
Target sequence (P10636 561-689 P618L limits assumed): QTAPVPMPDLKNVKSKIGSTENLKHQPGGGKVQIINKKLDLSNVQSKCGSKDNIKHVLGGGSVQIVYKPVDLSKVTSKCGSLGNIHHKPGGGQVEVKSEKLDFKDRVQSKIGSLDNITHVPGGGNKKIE
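FP of Alexa 594-tau after heparin (20 uM) induction. Substrate: human K18 P301L, 15 uM unlabeled, 0.24 uM labeled. Buffer 100 mM sodium acetate pH 7. 6 hr, 37 C.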
ALDH1A1 inh: inhibitors of human aldehyde dehydrogenase 1A1; Potency, µM (highest dose often 75.3 µM), without a hit: top-dose activity, negative = inhibition, usual class: inhibitors; P00352; 220,000 compounds, 7.3% hits; Purified ALDH1A1, NADH fluorescence, propionaldehyde substrate; AID 1030; active = well fitted inhibition curve with a large enough effect, not every such curve was filed as active; inconclusive = small, poorly fitted or top-dose-only effect, or another doubt; inactive = no such curve, though single readings can be large or run the other way;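 note: plate controls were no enzyme wells and a reference inhibitor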
Target sequence (P00352 whole entry, looked up): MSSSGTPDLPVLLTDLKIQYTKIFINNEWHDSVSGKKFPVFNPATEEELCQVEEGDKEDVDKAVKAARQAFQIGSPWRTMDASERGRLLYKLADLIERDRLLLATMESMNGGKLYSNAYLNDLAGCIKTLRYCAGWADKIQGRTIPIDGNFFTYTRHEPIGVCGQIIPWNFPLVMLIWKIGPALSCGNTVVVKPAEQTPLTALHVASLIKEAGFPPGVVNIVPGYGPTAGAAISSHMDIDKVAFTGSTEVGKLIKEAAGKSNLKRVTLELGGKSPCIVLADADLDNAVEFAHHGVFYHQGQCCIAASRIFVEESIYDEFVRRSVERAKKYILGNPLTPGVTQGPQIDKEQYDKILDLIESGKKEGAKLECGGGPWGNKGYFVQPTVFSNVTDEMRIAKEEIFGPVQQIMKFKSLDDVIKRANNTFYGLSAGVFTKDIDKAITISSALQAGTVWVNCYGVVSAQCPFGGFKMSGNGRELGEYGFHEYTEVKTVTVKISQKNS
Tau fluor cs: counter-screen for tau fibril formation inhibitors. tau K18 P301L Alexa594 fluorescence, heparin fibrillization. Potency, µM (top dose mostly 57.7 µM), for the others: at the top dose activity change, negative = decrease. 280,000 compounds, 0.93% hits. AID 1463; note: % is set by controls: 0 for no effect and ±100 for the full control effect; nearly all actives have a fitted effect of over 55% in size
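Human tau K18 P301L (15 uM unlabeled, 0.24 uM Alexa 594-labeled) in 100 mM sodium acetate pH 7 with 20 uM heparin, 6 hr at 37 C. ThT 30 uM added, 1 hr ambient; Alexa 594 FP and total fluorescence read at 555/632 nm.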
Tau ThT inhib: inhibitors of human tau fibril formation, thioflavin T binding. P10636. recombinant tau K18 P301L (four-repeat tau fragment), heparin-induced fibrillization, ThT fluorescence. Potency, µM (titrated, usually from 57.4 µM), inactives show at the highest dose activity, negative = inhibition, usual class: inhibitors. 270,000 compounds, 2.1% hits. AID 1460; note: % is set by controls: 0 for no effect and ±100 for the full control effect; nearly all actives have a fitted effect of over 55% in size
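Recombinant human tau K18 fragment […] carrying P301L, 15 uM unlabeled plus 0.24 uM Alexa 594-labeled, was fibrillized with 20 uM heparin in 100 mM sodium acetate pH 7 for 6 hr at 37 C; 30 uM ThT fluorescence read after 1 hr.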
HTT cytoprotect: Huntington cell model cytoprotection by ATP luminescence; Potency, µM (top dose mostly 56.4 µM), inactives show cytoprotection (ATP increase), hits mostly activators; PC12 HTT-Q103 induced, cytoprotection, ATP luminescence, 40 h; 230,000 compounds, 0.14% hits; AID 1471;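 note: % of control where 0% means no effect; nearly all actives have a fitted effect of over 45% in size; toxic huntingtin expression switched on by the ecdysone agonist tebufenozide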
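PC12 cells with ecdysone-inducible HTT exon 1 Q103-GFP, induced with 100 nM tebufenozide and co-treated with library compounds in a dose series (1536-well, 1500 cells/well). Cytoprotection read as ATP content by ATPlite luminescence.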
* = called active by the depositor; ? = inconclusive; . = not tested or not shown; & = joins results of further samples; [ ] = remark or other dose. Unless noted, calls come from the whole dose curve; as a rule, active = well fitted curve in the direction sought with a large enough effect; inconclusive = small, poorly fitted or top-dose-only effect, or another doubt; inactive = no such curve, though single readings can be large; an effect the other way counts as inactive or inconclusive. Potency is the fitted concentration of half-maximal effect. This is a subset (hit frequency here may not be typical).

Structure,HTT aggregate,KDM4E inh,SMN2 splice enh,Tau fibril FP,ALDH1A1 inh,Tau fluor cs,Tau ThT inhib,HTT cytoprotect
O=C(c1cccc(S(=O)(=O)NCc2ccccc2)c1)N1CCN(Cc2ccccc2)CC1,8%,-3%,-14%,6%,18µM*,-9%,-2%,13%
CC(C)C1OC(c2cccc(NC(=O)c3cccs3)c2)OCC1(C)C (stereo not given),?,2%,-24%,?,7%,?,10%,-29%
O=C(CSc1nnc(-c2cnccn2)n1Cc1ccco1)c1ccc(Cl)c(Cl)c1,25%,-1%,-4%,-3%,?,-22%,?,12%[0.074 µM]
Cc1ccc(CNC(=O)c2cc3c(C)nc4ccccc4c3o2)cc1,11µM*,0%,-94%[inhibitor],-5%,-3%,-18%,-17%,36%[10 µM]
CC(C)CCc1noc(CN2CCN(c3ccc(Cl)cn3)CC2)n1,-2%[9.22 µM],-25%,.,1%,4µM*,-18%,-9%,1%[10 µM]
COc1cc(/C=C2/C(=N)N3C(c4ccccc4)=CSC3=NC2=O)ccc1OCC(=O)O,4%[9.22 µM],-9%,.,2%,.,-7%,.,1%[10 µM]
COc1ccc(N2C(=O)CSC23C(=O)Nc2ccccc23)cc1 (stereo not given),7%,-1%,11%,-1%,-5%,-7%,-3%,26%[10 µM]
COc1ccc(/C=C(/C#N)C(=O)Nc2cccnc2)cc1OC,0%,-9%,0%,10%,-10%,0%,?,-12%[10 µM]
CCc1ccc(NC(=O)[C@H](CSCc2ccccc2)N2Cc3ccccc3C2=O)cc1,.,.,1%,-4%,.,-6%,2%,.
COc1ccc(NC(=O)c2noc3c2CCC3)cc1,-1%,-2%,10µM*,-1%,?,-17%,?,-9%
Cc1ccc(S(=O)(=O)c2cn(CC(=O)Nc3ccc(C)c(Cl)c3)c3ccc(C)cc3c2=O)cc1,.,.,-7%,?,.,-24%,3%,.
O=C(NC(=S)Nc1ccc(S(=O)(=O)N2CCOCC2)cc1)c1ccccc1[N+](=O)[O-],28%,-3%,-12%,-10%,7.9µM*,-8%,0%,-28%
COc1ccc(CNc2ccc3c(c2)ncn3-c2ccccc2OC)cc1,-6%,?,-6%,10%,?,?,?,-58%[inhibitor]
COc1ccc(CCNc2nc(=O)[nH]nc2C)cc1OC,-2%,5%,-6%,4%,13%,-2%,-5%,-2%
COc1ccc(-c2cn[nH]c2C)cc1,-10%[9.22 µM],-7%,.,0%,.,-22%,-21%,23%[10 µM]
O=C(CO/N=C/c1ccc2c(c1)OCO2)Nc1cccc(Br)c1,?,-1%,?,4%,?,5%,3%,-16%[10 µM]
CC1(C)NC(=O)N(CC(O)COC2CCCCC2)C1=O (stereo not given),0%,4%,-1%,5%,-3%,-2%,-8%,9%[10 µM]
CCOC(=O)CSc1nc2c(sc(=S)n2-c2ccc(OCC)cc2)c(=O)[nH]1,-9%,0%,-16%,8%,?,-13%,-12%,-5%
CN(C)/C=N/c1nc2nccc(-c3ccc(F)cc3)n2n1,-2%,?,7%,-6%,?,2%,-1%,-13%[10 µM]
COC(=O)c1cc(C#N)c(OC)nc1C,1%,-8%,2%,2%,0%,1%,-5%,-28%
CC(=O)N=C(N)Sc1nc2ccccc2[nH]1,-21%,1%,13µM*,-5%,-3%,-5%,4%,-6%[10 µM]
c1ccc(-c2ccccc2OCCCN2CCCC2)cc1,?,0%,-11%,2%,?,-4%,-7%,-50%[inhibitor][10 µM]
Cc1ccc(C(=O)NC(=S)Nc2ccc3[nH]c(=O)[nH]c3c2)cc1C,-1%,3%,7%,-1%,?,-11%,-6%,-5%[10 µM]
Cc1cc(C)cc(Nc2nc3ccccc3nc2-n2nc(C)cc2C)c1,.,.,4%,5%,.,?,-8%,.
Cc1ccc(C(=O)NNC(=O)CSc2nc(N)cc(N)n2)cc1,-9%,1%,-8%[1.84 µM],-4%,-8%,-9%,-11%,3%[10 µM]
CCCCNc1nc2c(c(=O)[nH]c(=O)n2C)n1CCOc1ccccc1,15%,7%,-3%,0%,7%,-7%,-4%,-22%[0.074 µM]
COc1cc(-c2nnc(SCC(=O)c3cc(C)n(CC4CCCO4)c3C)o2)cc(OC)c1OC (stereo not given),-9%,?,-31%[inhibitor],8%,?,-11%,?,-67%[inhibitor]
C/C(=N\N=C1\NC(=O)C(Cc2ccccc2)S1)c1ccccc1 (stereo not given),-33%,1%,-4%,9%,-8%,-27%,?,-44%
COc1ccc(NC(=O)CSc2nnc(N)s2)c([N+](=O)[O-])c1,2%,-8%,-35%[inhibitor],-7%,-6%,-16%,-11%,-72%[inhibitor]
CC(NC(=O)c1cc(Br)ccc1Br)c1ccccc1 (stereo not given),5%[9.22 µM],7%,.,-11%,2%,3%,3%,12%[10 µM]
CC(OC(=O)CCc1nc2ccccc2c(=O)[nH]1)C(=O)Nc1ncc(Cl)cc1Cl (stereo not given),-4%,-11%,-3%,-5%,3%,-2%,-3%,-19%
O=C(/C=C/c1ccccc1)Nc1cccc(S(=O)(=O)Nc2ccccc2F)c1,9%,-16%,12%,?,0.79µM*,?,?,29%[10 µM]
Cc1ccc(S(=O)(=O)N2CCN(C(=O)CSc3nc4ccccc4o3)C2)cc1,-13%,-4%,-46%[inhibitor],4%,0%,-15%,-12%,10%
COc1ccc(C(=O)NCC(=O)N=Nc2c(O)n(C)c3ccccc23)cc1OC,13%[9.22 µM],0%,.,-2%,.,-13%,?,-2%[10 µM]
COc1ccc(C(NC(=O)c2c(F)c(F)c(F)c(F)c2F)c2ccccc2)cc1 (stereo not given),-19%,4%,7%,-2%,-11%,-14%,-2%,5%[10 µM]
CCOc1ccc(NC(=O)C2CCCN(C(=O)Nc3ccccc3)C2)cc1 (stereo not given),8%,1%,-10%,5%,6%,-6%,-3%,0%[1.9 µM]
CC(C(=O)N1CCOCC1)N1c2cccc3cccc(c23)S1(=O)=O (stereo not given),-1%,?,-4%,-5%,-10%,-10%,-5%,-7%
Cc1ccc(S(=O)(=O)NC(=O)Nc2cc(C)on2)cc1,5%,5%,4%,-2%,-2%,3%,-5%,16%[10 µM]
Cc1ccnc(SCCn2c(N3CCCCC3)nc3c2c(=O)[nH]c(=O)n3C)n1,8%,-14%,-3%,-1%,19%,-4%,-3%,-13%
COC(=O)[C@@]1(Cc2ccccc2)[C@H]2c3cc(C(=O)N4CCCC4)n(Cc4ccccc4)c3C[C@H]2CN1C(=O)c1ccccc1,.,-3%,-60%[inhibitor],1%,-9%,-14%,?,-54%[inhibitor]
CN1CCN(CC(=O)Nc2nnc(-c3cccs3)s2)CC1,-9%,?,-8%,6%,?,12%,4%,6%[10 µM]
Cc1c(C(=O)Nc2ccccc2[N+](=O)[O-])csc1-c1ccccc1,0%,5%,.,?,?,?,?,-31%[10 µM]
O=C(Nc1ccccc1C(=O)N1CCN(c2ccccc2)CC1)c1ccco1,5%,-2%,-3%,1%,-4%,-1%,3%,-10%
CCOC(=O)Cc1csc(NC(=O)c2ccco2)n1,?,-2%,7.9µM*,5%,9%,1%,-5%,-35%
CC(C)C(=O)N(Cc1cc(=O)[nH]c2ccccc12)c1ccccc1,-8%,?,1%,0%,?,4%,10%,7%[0.074 µM]
CCCCC(=O)Nc1nnc(SCC(=O)N2CCN(c3ccccc3OC)CC2)s1,20%,-10%,-28%,6%,-8%,3%,-2%,-11%[10 µM]
O=C(c1ccccc1)N1N=C(c2ccccc2)CC1c1ccccc1O (stereo not given),-1%[9.22 µM],5%,0%,-18%,-7%,-29%,10%,-5%
COC(=O)CCCC1=CC2=C(c3ccccc3)C(=O)C(C)(OC(=O)C3CCCC3)C(=O)C2=CO1 (stereo not given),.,2%,-6%,0%,3%,-9%,?,-26%
COc1ccc(N(CC(=O)O)S(=O)(=O)c2ccccc2[N+](=O)[O-])c(OC)c1,18%[9.22 µM],1%,.,-1%,1%,-12%,-16%,13%[10 µM]
COC(=O)Cn1c(=O)c(=O)n(CC(=O)OC)c2ccccc21,-18%,?,-21%,-7%,-12%,-11%,-3%,-53%[inhibitor]
Clc1ccc(CNC2CCCC2)cc1,16%,-5%,-20%,-4%,1%,-2%,-11%,-19%
CCc1ccc(N2CC(C(=O)Nc3ccc(C)c(S(=O)(=O)N4CCOCC4)c3)CC2=O)cc1 (stereo not given),?,-2%,.,2%,?,?,-13%,-23%[10 µM]
COc1cc(/C=C2/C(=N)N3C=CSC3=NC2=O)ccc1OCCCOc1ccccc1C,16%,?,-29%,-10%,?,-28%,?,-6%
CC(C)NC(=O)C(=O)NCCCN1CCOCC1,-7%[9.22 µM],1%,.,-2%,1%,-9%,-6%,-4%[10 µM]
CCOC(=O)c1ccc(S(=O)(=O)N2CCN(C(=O)c3cc(=O)c4ccccc4o3)CC2)cc1,?,2%,-13%,3%,?,0%,-1%,0%
Cn1c(NC(=O)c2ccco2)c(-c2ccccc2)c(=O)c2ccccc21,9%,1%,9%,-7%,-14%,-6%,-9%,2%
CCOC(=O)c1c(N)nn(C(=O)C(C)C)c1-c1ccccc1,-26%,-3%,-3%,?,1%,-12%,-9%,-3%
CCOC(=O)c1ccc(N2C(=O)CC(N3CC(C)OC(C)C3)C2=O)cc1 (stereo not given),?,6%,-12%,8%,7.9µM*,5%,-2%,-12%[1.9 µM]
CCN(CC)CCN1C(=O)Cn2c(C)c(C)c3cccc1c32,-18%&-9%,0%&0%,15%&3%,3%&1%,11%&5%,-1%&-2%,-5%&-6%,-14%&-14%
Cc1nn(-c2ccccc2)nc1CNC(=O)C1CC1,3%[9.22 µM],-2%,.,2%,.,-8%,-10%,28%[10 µM]
